Screening results (PubChem BioAssay)
esBAF inh = blocks esBAF chromatin remodeling in mouse ES cells; Bmi1-luciferase knock-in reporter, 24 h; 100% = twice the neutral-well signal; reporter increase, % at 12.5 µM; hit rate 2% among 350,000; AID 602393; in the data active = activation above about 40%; inconclusive = no clear call, values can overlap the other calls;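 note: 0% = median of the plate's neutral control wells and 100% = double that signal; a rise in the Bmi1 reporter signal indicates esBAF inhibition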
C2C12 statin = protects C2C12 myotubes from simvastatin toxicity; rescue of ATP level, % at 7.49 µM; hit rate 0.78% among 330,000; ATP luminescence, 48 h; scaled: DMSO 0, geranylgeraniol control 100;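 active = mean ATP rescue above about 67%, or every replicate alone reaching that limit, limit read from the data, passing the limit was not always enough; inconclusive = no clear call, values can overlap the other calls; inactive = mean under the limit and some replicate under it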;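 note: myotubes were challenged with 10 µM simvastatin during compound exposure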
Cneo AK release = Cryptococcus neoformans lysis via adenylate kinase release; C. neoformans lysis, adenylate kinase release luminescence, 4 h; normalised: neutral wells 0, clomiphene wells 100; lysis activity, % at 15 µM; hit rate 0.2% among 360,000;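 active = mean lysis activity across replicates of at least 80%, whatever share of replicates individually reach that level; inactive = mean lysis activity below 80%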
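Assay system: log-phase C. neoformans yeast / Quantity: yeast cell density of 5 × 10^6 cells/mL / Medium: fresh YPD growth medium / Compound: single dose / Timing: static 4 h at 37 °C with compound, 1 h detection / Measured by: adenylate kinase release luminescence / Read-out: lysis from increased AK signal / Benchmarks: Clomiphene as positive lysis control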
SIRT5 block = blocks human SIRT5 desuccinylation of peptide; hit rate 1.1% among 330,000; AID 652115; Q9NXA8; inhibition, % at 15 µM; Purified SirT5, succinyl-peptide AMC, trypsin-coupled fluorescence; in the data active = inhibition above about 15%; inconclusive = no clear call, values can overlap the other calls
Target sequence (Q9NXA8 whole entry, looked up): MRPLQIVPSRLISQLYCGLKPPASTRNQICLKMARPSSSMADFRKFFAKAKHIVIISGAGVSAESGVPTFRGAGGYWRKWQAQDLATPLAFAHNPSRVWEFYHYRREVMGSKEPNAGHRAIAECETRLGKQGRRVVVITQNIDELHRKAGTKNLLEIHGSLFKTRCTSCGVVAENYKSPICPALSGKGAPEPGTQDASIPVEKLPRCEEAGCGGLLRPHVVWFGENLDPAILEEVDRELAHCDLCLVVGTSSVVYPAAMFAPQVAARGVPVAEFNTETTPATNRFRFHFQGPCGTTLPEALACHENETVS
miR-122 sensor = blocks miR-122 activity in Huh7 sensor cells. activation (reporter increase), % at 12.5 µM. Huh7 miR-122 Renilla luciferase sensor, 48 h; neutral wells = 0, positive control = 100. AID 602342. hit rate 0.3% among 340,000;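 active = mean replicate activation score at least 90 and every replicate individually at or above 90; inconclusive = only one of the two criteria met; inactive = neither criterion met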;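 note: higher luciferase means less miR-122 activity so hits act as miR-122 inhibitors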
ERp5 inh = inhibitors of human ERp5. AID 651711. hit rate 0.05% among 350,000. inhibition, % at 9.99 µM. Q15084. ERp5 insulin aggregation, absorbance 650 nm, 90 min;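 active = mean replicate inhibition above about 25%, with every replicate also reaching it, limit read from the data, passing the limit was not always enough; inconclusive = only one of those two criteria met; inactive = neither criterion met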
Target sequence (Q15084 whole entry, looked up): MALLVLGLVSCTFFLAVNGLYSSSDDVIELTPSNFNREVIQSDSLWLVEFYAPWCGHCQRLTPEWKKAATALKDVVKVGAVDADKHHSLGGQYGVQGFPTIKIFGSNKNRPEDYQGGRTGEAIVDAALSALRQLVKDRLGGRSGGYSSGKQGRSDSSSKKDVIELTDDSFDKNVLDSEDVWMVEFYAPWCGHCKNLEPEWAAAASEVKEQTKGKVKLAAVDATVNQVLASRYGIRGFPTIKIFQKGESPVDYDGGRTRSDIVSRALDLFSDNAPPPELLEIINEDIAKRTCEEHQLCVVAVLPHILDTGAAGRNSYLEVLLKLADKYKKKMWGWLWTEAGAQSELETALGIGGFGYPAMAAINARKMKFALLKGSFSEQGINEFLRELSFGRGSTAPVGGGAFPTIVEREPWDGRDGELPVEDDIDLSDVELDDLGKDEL
ARNT TACC3 PPI = disruptors of human ARNT/TACC3 interaction; AlphaScreen His-ARNT PAS-B/GST-TACC3 binding, luminescence; TACC3 fragment carries E629A point mutation; AID 623870; inhibition, % at 9.99 µM; hit rate 0.66% among 390,000;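 active = mean inhibition of replicates at least 50% and at least half of replicates each reaching 50%; inconclusive = half or more replicates reach 50% but mean below 50%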;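 note: 0% = complete ARNT plus TACC3 wells and 100% = ARNT alone without TACC3; many hits fall short of the cut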
Starred values were filed as active, the others as inactive; ? = inconclusive; · = not tested or not shown; & = joins results of further samples; [ ] = another dose, or the depositor's remark.

SMILES	esBAF inh	C2C12 statin	Cneo AK release	SIRT5 block	miR-122 sensor	ERp5 inh	ARNT TACC3 PPI
CCOc1ccc(S(=O)(=O)N2CCC(C(=O)NCc3ccncc3)CC2)cc1Cl	3	20	-2	·	-3	2	-4
C[C@@H]1CN([C@@H](C)CO)C(=O)c2cc(NC(=O)Nc3ccc(C(F)(F)F)cc3)ccc2O[C@@H]1CN(C)Cc1ccc(C(=O)Nc2ccccc2N)cc1	-21	72*	-2	4	5[16.7 µM]	4	0
COc1ccc(OC)c(Nc2cc(C)nc3nc(C)nn23)c1	-6	-1	0	0	107*	5	3
OC(CNC1CCCC1)COCCOc1ccc(Br)cc1 (stereo unspecified)	-8	11	·	-7	-1	2	-3
Cc1ccccc1OCC(=O)OCC(=O)N1CCCc2ccccc21	0	12	1	-6	-2	-3	-4
CCOC(=O)c1c(C)[nH]c(C)c1C(=O)COC(=O)/C=C/c1cccc(Cl)c1	·	·	-1	·	-3	·	-1
CCCNC(=O)N(C)C[C@H]1Oc2cc(C#CCC(C)C)ccc2S(=O)(=O)N([C@H](C)CO)C[C@@H]1C	5	16	0	-1	42[16.7 µM]	-1	2
COc1cccc(C2=NO[C@@H]3C(=O)N(c4ccc5c(c4)OCCO5)C(=O)[C@H]23)c1OC	-2	-1	-2	·	0	·	-1
CC(C)(C)Sc1nc(O)cc(=O)[nH]1	-9	3	·	·	1	·	-9
COc1ccc(NC(=S)N2CCc3ccccc32)cc1OC	?	-5	-1	0	10	4	7
COCCN(C(=O)CCSc1ccc(F)cc1)c1c(N)n(Cc2ccccc2)c(=O)[nH]c1=O	-5	0	1	1	-8	7	4
COc1ccc(NC(=O)c2[nH]c(C)c(C(C)=O)c2C)cc1Cl	20	·	0	·	3	·	11
COc1ccc2[nH]cc(C(=O)CN3CCN(C(=O)c4ccco4)CC3)c2c1	-1	-6	-1	·	3	·	-3
CCOC(=O)CN(C(=O)CN1CCOCC1)c1ccc(Br)cc1	-2	-2	0	·	4	·	-7
COc1ccccc1-c1cnc2c(c1)C(=O)N([C@H](C)CO)C[C@@H](C)[C@@H](CN(C)C)O2	-3	9	-1	-1	5[16.7 µM]	-6	-4
COC(=O)c1sc(NC(=O)c2ccoc2C)nc1C	49*	-11	-7	·	-15	·	-2
COC(=O)[C@@]1(Cc2ccccc2)[C@@H]2C(=CC(=O)[C@H]2CC(=O)C(=O)N(C)C)CN1C(=O)c1ccccc1	26	-11	-1	·	-11	·	11
COc1ccc(NC2CCCN(C(=O)CCc3ccncc3)C2)cc1OC (stereo unspecified)	-3	2	-2	-2	-1	-4	-12
Cc1ccc(C2(C)NC(=O)N(CC(=O)N3CCN(S(=O)(=O)c4ccccc4[N+](=O)[O-])CC3)C2=O)cc1 (stereo unspecified)	1	0	-1	-1	0	6	·
CCOC(=O)N1CCN(C(=O)CCN2C(=O)COc3ccccc32)CC1	4	14	-1	·	2	·	0
N/C(Cc1cccs1)=N\OC(=O)COc1ccccc1	17	·	0	·	-5	·	·
COc1ccc(-c2nc(C)c(C(C)=O)n2O)cc1	·	·	-4	·	4	·	6
CCOC(=O)N1CCN(C(=O)C2CCN(S(=O)(=O)c3ccc(Br)s3)CC2)CC1	3	0	2	·	-1	·	-2
O=C(Nc1cc(Br)ccc1O)c1cc(-c2ccc3c(c2)OCO3)on1	46*	-23	0	1	-1	4	·
COc1cccc(NC2=Nc3cccc4cccc2c34)c1	·	·	-6	-2	-8	1	21
C=C(C)C1Cc2c(C)nn(-c3ccccn3)c2C1 (stereo unspecified)	-4	-6	1	·	3	·	-4
Cc1cccc(N2CCN(C(=O)c3ccc4ncsc4c3)CC2)c1C	31	-69	0	·	62	·	-16
CCOc1ccccc1NC(=O)CN1C(=O)COc2ccc(S(=O)(=O)N3CCOCC3)cc21	-2	-13	1	-1	-3	1	27
CC1CCC(NC(=O)c2ccc(N3CCCC3=O)cc2)CC1 (stereo unspecified)	35	10	0	·	0	·	-4
CC(=O)Nc1ccccc1C	-3	0	1	·	-3	-4	·
COc1ccccc1NC(=O)C(C)OC(=O)C1CCN(S(=O)(=O)c2ccc(C)c(C)c2)CC1 (stereo unspecified)	1	8	2	-2	-6	3	15
O=C(Nc1ccc(S(=O)(=O)N2CCCCC2)cc1)c1ccccc1Cl	5	-22	-2	·	-5	·	1
O=C(C[C@@H]1CC[C@@H]2[C@H](COC[C@H](O)CN2C(=O)c2ccccc2F)O1)N1CCOCC1	-2	-4	1	10	0[16.7 µM]	-3	7
C[C@@H](C(=O)N=c1sc2ccccc2n1C)N1C(=O)C2CC=CCC2C1=O (stereo partly specified)	·	·	·	1	-4	0	-19
O=C(NCc1ccccc1)C(c1cccnc1)N(C(=O)c1csnn1)c1ccccc1 (stereo unspecified)	-4	-15	-2	-1	-1	2	-2
O=C(COC(=O)c1ccc(CSc2ccc(Cl)cc2)cc1)Nc1ccccc1	1	-6	1	1	1	3	·
CCN(C(=O)c1cccs1)C1CCS(=O)(=O)C1 (stereo unspecified)	·	-8	1	-5	-3	1	-2
COc1ccc(N(CC(=O)Nc2cc(OC)cc(OC)c2)S(=O)(=O)c2c(C)n[nH]c2C)cc1	-3	-2	1	-4	4	5	3
Cc1ccc(C(=O)NC(=S)N(C)C2CCCCC2)cc1Br	20	-8	8	-1	-10	11	-7
O=C(c1ccccn1)N1C[C@H]2[C@@H](c3ccccc31)[C@H](CO)N2C(=O)C1CCCC1	1	4	-3	4	-20[16.7 µM]	3	14
CNC[C@H]1Oc2c(NC(=O)NC(C)C)cccc2C(=O)N([C@@H](C)CO)C[C@H]1C	3	15	-2	-1	-2[16.7 µM]	-1	3
Cc1nnc(NC(=O)CCC(=O)N2CCC(C)CC2)s1	4	9	0	-5	-8	-1	-3
COCC(=O)Nc1ccc([N+](=O)[O-])cc1C	-2	-9	-2	·	0	·	-6
C[C@H](CO)N1C[C@H](C)[C@@H](CN(C)C(=O)NC2CCCCC2)Oc2ccc(N(C)C)cc2CC1=O	-2	14	-2	-3	0[16.7 µM]	-8	0
CCc1ccc(-c2nc(CN3CCCC(C(=O)NCCc4ccc(OC)c(OC)c4)C3)c(C)o2)cc1 (stereo unspecified)	-3	-5	1	·	-10	·	11
COc1ccccc1CN1C(=O)CCC1(C)C(=O)NCc1cccnc1 (stereo unspecified)	-6	-2	1	·	-11	·	-6
NS(=O)(=O)c1ccc(CCNC(=O)c2cc(S(=O)(=O)N3CCCCC3)ccc2Cl)cc1	1	3	-1	·	-2	4	·
COc1ccccc1NC(=O)CSc1nnc(Cc2cccs2)n1C	-1	12	·	-6	·	5	5

Of the compounds above, 2 have a nitro group on carbon.
SMILES	esBAF inh	C2C12 statin	Cneo AK release	SIRT5 block	miR-122 sensor	ERp5 inh	ARNT TACC3 PPI
Cc1ccc(C2(C)NC(=O)N(CC(=O)N3CCN(S(=O)(=O)c4ccccc4[N+](=O)[O-])CC3)C2=O)cc1 (stereo unspecified)	1	0	-1	-1	0	6	·
COCC(=O)Nc1ccc([N+](=O)[O-])cc1C	-2	-9	-2	·	0	·	-6

As a short view, some entries already given:
SMILES	esBAF inh	C2C12 statin	Cneo AK release	SIRT5 block	miR-122 sensor	ERp5 inh	ARNT TACC3 PPI
Cc1ccc(C(=O)NC(=S)N(C)C2CCCCC2)cc1Br	20	-8	8	-1	-10	11	-7
O=C(c1ccccn1)N1C[C@H]2[C@@H](c3ccccc31)[C@H](CO)N2C(=O)C1CCCC1	1	4	-3	4	-20[16.7 µM]	3	14
CNC[C@H]1Oc2c(NC(=O)NC(C)C)cccc2C(=O)N([C@@H](C)CO)C[C@H]1C	3	15	-2	-1	-2[16.7 µM]	-1	3
Cc1nnc(NC(=O)CCC(=O)N2CCC(C)CC2)s1	4	9	0	-5	-8	-1	-3
COCC(=O)Nc1ccc([N+](=O)[O-])cc1C	-2	-9	-2	·	0	·	-6
C[C@H](CO)N1C[C@H](C)[C@@H](CN(C)C(=O)NC2CCCCC2)Oc2ccc(N(C)C)cc2CC1=O	-2	14	-2	-3	0[16.7 µM]	-8	0
CCc1ccc(-c2nc(CN3CCCC(C(=O)NCCc4ccc(OC)c(OC)c4)C3)c(C)o2)cc1 (stereo unspecified)	-3	-5	1	·	-10	·	11

Next part.
SMILES	esBAF inh	C2C12 statin	Cneo AK release	SIRT5 block	miR-122 sensor	ERp5 inh	ARNT TACC3 PPI
COc1cc(-c2nc3cc(C)ccn3c2NC2CCCCC2)ccc1-c1ccc(C(C)=O)cc1	6	-9	13	·	-1	·	6
COc1ccc(NC(=O)Nc2cc(C)ccn2)cc1	-67	24	-4	5	1	3	1
C=CCN(C(C)=O)C1CC(=O)N(c2ccc(OCCC)cc2)C1=O (stereo unspecified)	-2	-7	-2	·	-6	·	-3
Cc1ccc(S(=O)(=O)/N=C/c2cc(Br)ccc2O)cc1	1	9	·	-8	-15	-7	20
Cc1cc(F)c(F)c(C(=O)N2CCC(C)CC2)c1Cl	·	·	·	1	·	-2	0
O=C(CSc1nnc(-c2ccco2)n1CC1CCCO1)c1ccccc1 (stereo unspecified)	21	18	1	·	-21	·	3
CN1C[C@@H]2[C@H](c3ccccc31)[C@@H](CO)N2Cc1ccccc1	6	30	2	-2	-24[16.7 µM]	7	13
COc1ccc2nc(NC(=O)c3ccccc3[N+](=O)[O-])sc2c1	50*	5	-1	2	·	0	8
CCOc1cc2c3c(c1)C1(C(=O)N3C(C)(C)C=C2C)C(C#N)=C(N)Oc2cc(O)ccc21 (stereo unspecified)	2	12	1	·	32	·	6
CCN(C(=O)COC(=O)CCOc1ccccc1)c1c(N)n(Cc2ccccc2)c(=O)[nH]c1=O	-7	2	2	-8	·	2	2
CCC(C)(C)NC(=O)c1ccc(S(=O)(=O)N2CCCCCC2)cc1	·	·	·	-3	0	2	-1
C#CCNC(=O)C1=C[C@H](c2ccc(Br)cc2)C[C@H](OCc2ccc(CO)cc2)O1	-6	19	0&-10	1&-3	5	5&1	0

Profiles, quoted from the list:
Record of O=C(Nc1cc(Br)ccc1O)c1cc(-c2ccc3c(c2)OCO3)on1 → esBAF inh: 46*; C2C12 statin: -23; Cneo AK release: 0; SIRT5 block: 1; miR-122 sensor: -1; ERp5 inh: 4; ARNT TACC3 PPI: ·
Record of COC(=O)[C@@]1(Cc2ccccc2)[C@@H]2C(=CC(=O)[C@H]2CC(=O)C(=O)N(C)C)CN1C(=O)c1ccccc1 → esBAF inh: 26; C2C12 statin: -11; Cneo AK release: -1; SIRT5 block: ·; miR-122 sensor: -11; ERp5 inh: ·; ARNT TACC3 PPI: 11

Five compounds from above, ordered by the value under ARNT TACC3 PPI, smallest number first.
SMILES	esBAF inh	SIRT5 block	miR-122 sensor	ERp5 inh	ARNT TACC3 PPI
Cc1ccc(C(=O)NC(=S)N(C)C2CCCCC2)cc1Br	20	-1	-10	11	-7
COc1ccc2[nH]cc(C(=O)CN3CCN(C(=O)c4ccco4)CC3)c2c1	-1	·	3	·	-3
COc1ccc(NC(=O)Nc2cc(C)ccn2)cc1	-67	5	1	3	1
CNC[C@H]1Oc2c(NC(=O)NC(C)C)cccc2C(=O)N([C@@H](C)CO)C[C@H]1C	3	-1	-2[16.7 µM]	-1	3
COc1ccc(-c2nc(C)c(C(C)=O)n2O)cc1	·	·	4	·	6

An unsorted share of the library; any-hit rate near 4%.
